# Sm TGR block – inhibitors of Schistosoma mansoni thioredoxin glutathione reductase | 360,000 tested, 3% active | AID 485364 | Potency, µM (titrated, usually from 114 µM), without a hit: top-dose activity change, negative = inhibition, most hits filed as inhibitors | Q962Y6 | purified TGR, DTNB reduction, TNB absorbance 405 nm; further: potency means the concentration at half of the fitted maximal effect; nearly all actives have a fitted effect of over 60% in size
#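 TGR 20 nM + NADPH 100 uM (dispensed conc.), cpd preinc 15 min RT; start with NADPH (500 uM addition) then DTNB (15 mM addition). Kinetic TNB absorbance, 405 nm filter. Four-parameter Hill fit across titration.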
# FBPA Giardia inh – blocks Giardia fructose-bisphosphate aldolase activity; A8B2U2; purified Giardia FBPA; Potency, µM (top dose mostly 59.6 µM), inactives show at the highest dose activity, negative = inhibition, hits mostly inhibitors; 290,000 tested, 0.71% active; further: potency means the concentration at half of the fitted maximal effect; nearly all actives have a fitted effect of over 55% in size
# Target sequence (A8B2U2 whole entry, looked up): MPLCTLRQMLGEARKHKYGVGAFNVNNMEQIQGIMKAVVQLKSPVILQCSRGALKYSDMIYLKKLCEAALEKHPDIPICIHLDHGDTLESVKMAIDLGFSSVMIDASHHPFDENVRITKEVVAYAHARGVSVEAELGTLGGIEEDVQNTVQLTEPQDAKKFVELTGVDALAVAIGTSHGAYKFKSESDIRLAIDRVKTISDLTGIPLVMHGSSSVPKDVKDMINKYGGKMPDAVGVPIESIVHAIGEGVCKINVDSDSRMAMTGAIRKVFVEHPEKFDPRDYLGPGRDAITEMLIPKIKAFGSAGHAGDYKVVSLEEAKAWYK
#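 40 nM FBPA preincubated 10 min at RT with compound (up to 57.5 uM final), then substrate plus GAPDH/TPI/NAD/arsenate coupling and diaphorase/resazurin added. Fluorescence read after 20 min at RT, 525/598 nm.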
# AMA1-RON2 inh – AMA1-RON2 (P. falciparum) interaction inhibition; Potency, µM (series often up to 58.2 µM), inactives show at the top dose activity change, negative = inhibition, hits mostly inhibitors; AID 720542; 360,000 tested, 0.2% active; AlphaScreen AMA1-biotinylated RON2 peptide binding;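 further: potency means the concentration at half of the fitted maximal effect; 0% = vehicle wells and -100% = peptide control; nearly all actives have a fitted effect of over 45% in size; some results filed as inactive show a strong effect at the top dose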
#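 AMA1 (3D7) with his tag at 25 nM final met compounds first, then biotinylated RON2 peptide at 25 nM; detection used donor plus acceptor beads, 10 µg/mL apiece, read by AlphaScreen after 30 min at room temperature.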
# AmpC no deterg – inhibitors of E. coli AmpC beta-lactamase without detergent. Potency, µM (top dose mostly 57.1 µM), for the others: at the highest dose activity change, negative = inhibition, actives largely listed as inhibitors. AID 485341. AmpC nitrocefin hydrolysis, absorbance 480 nm, 0.0001% Triton. 330,000 tested, 0.52% active;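 further: potency means the concentration at half of the fitted maximal effect; plate controls were no compound for no effect and no enzyme for full effect; nearly all actives have a fitted effect of over 20% in size; some results filed as inactive show a strong effect at the top dose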
# Target sequence (P00811 whole entry, looked up): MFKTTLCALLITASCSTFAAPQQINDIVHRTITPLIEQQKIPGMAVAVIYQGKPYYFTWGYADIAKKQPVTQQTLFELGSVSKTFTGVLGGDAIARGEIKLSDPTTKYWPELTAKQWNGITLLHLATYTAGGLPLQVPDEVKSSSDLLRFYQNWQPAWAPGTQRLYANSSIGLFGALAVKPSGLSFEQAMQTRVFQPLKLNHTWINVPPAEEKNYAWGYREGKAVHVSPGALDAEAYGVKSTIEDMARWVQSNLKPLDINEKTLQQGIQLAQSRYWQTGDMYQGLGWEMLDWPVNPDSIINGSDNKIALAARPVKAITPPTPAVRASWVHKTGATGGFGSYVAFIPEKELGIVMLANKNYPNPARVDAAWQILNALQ
#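 AmpC (5.3 nM in the dispensed reagent) in 20 mM phosphate pH 7.0 with 0.01% (detergent screen) or 0.0001% Triton X-100 was preincubated with compounds for 15 min at room temperature. Nitrocefin was then added from an 800 uM solution, and hydrolysis was followed at 480 nm.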
# HCMV antiviral – human cytomegalovirus inhibition; activity change, negative = inhibition, % at 57.5 µM; 410,000 tested, 4.5% active; HFF cells, HCMV-luciferase reporter, 72 h; active compounds read low; AID 1259415; in the data active means activity change below about -60%; inconclusive means no clear call, values can overlap the other calls; inactive means above about -39%
#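 Luciferase read-out from HCMV-luciferase-infected HFFs (MOI 1 PFU/cell) 72 h post infection at 37C; compounds added after 16 h cell attachment; activity normalized between buffer-only basal and Salinomycin (10uM) inhibitor controls.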
# AmpC inh detg – AmpC beta-lactamase inhibition with detergent present | 370,000 tested, 0.041% active | AmpC hydrolysis of nitrocefin, absorbance 480 nm, 0.01% Triton | AID 485294 | Potency, µM (top dose mostly 114 µM), for inactives: top-dose activity change, negative = inhibition, most hits filed as inhibitors;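 further: potency means the concentration at half of the fitted maximal effect; 0% = no-compound wells and -100% = no-enzyme wells; nearly all actives have a fitted effect of over 25% in size; some results filed as inactive show a strong effect at the top dose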
#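 AmpC (5.3 nM in the dispensed reagent) in 20 mM phosphate pH 7.0 with 0.01% (detergent screen) or 0.0001% Triton X-100 was preincubated with compounds for 15 min at room temperature. Nitrocefin was then added from an 800 uM solution, and hydrolysis was followed at 480 nm.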
# * marks the source's active call; other numbers are inactive results; u = inconclusive; x = not tested or not shown; [ ] = another dose, or the depositor's remark. Unless noted, the call rests on the fitted dose curve; in most records, active means well fitted curve in the direction sought with a large enough effect; inconclusive means small, poorly fitted or top-dose-only effect, or another doubt; inactive means no such curve, though single readings can be large; an effect the other way counts as inactive or inconclusive. Unless noted, on the % scale 0 is the no-effect control and ±100 the full control effect.
# Sample of the layout:
# The line under a structure holds: Sm TGR block, FBPA Giardia inh, AMA1-RON2 inh, AmpC no deterg, HCMV antiviral, AmpC inh detg
[1] Cc1cccc(NC(=O)Cn2nnc(-c3ccc(CN4CCCC4)cc3)n2)c1C
  -21%, 2%, -3%, 28%, 1, u
[2] O=C(Cn1cnc2ccccc21)N1CCc2ccccc21
  x, 2%, 0%, -10%, -1, 2%
[3] O=C1NCCC/C1=N/Nc1cc(F)ccc1F
  4%, -13%, -5%, -21%, -24, -4%
[4] O=C(CCn1c(=O)c2cccn2c2cccnc21)N1CCN(c2ccc(F)cc2)CC1
  4%, x, x, x, 68, 11%
[5] CC(C)c1ccc2oc(=O)cc(CN3CCN(c4ccccc4)CC3)c2c1
  -26%, -2%, -9%, -26%, -34, -18%

# The whole of this part (from the top)
# The line under a structure holds: Sm TGR block, FBPA Giardia inh, AMA1-RON2 inh, AmpC no deterg, HCMV antiviral, AmpC inh detg
[1] Cc1cccc(NC(=O)Cn2nnc(-c3ccc(CN4CCCC4)cc3)n2)c1C
  -21%, 2%, -3%, 28%, 1, u
[2] O=C(Cn1cnc2ccccc21)N1CCc2ccccc21
  x, 2%, 0%, -10%, -1, 2%
[3] O=C1NCCC/C1=N/Nc1cc(F)ccc1F
  4%, -13%, -5%, -21%, -24, -4%
[4] O=C(CCn1c(=O)c2cccn2c2cccnc21)N1CCN(c2ccc(F)cc2)CC1
  4%, x, x, x, 68, 11%
[5] CC(C)c1ccc2oc(=O)cc(CN3CCN(c4ccccc4)CC3)c2c1
  -26%, -2%, -9%, -26%, -34, -18%
[6] Cc1ccc(NC(=O)CCN2CCC(Cc3ccccc3)CC2)cc1
  1%, -17%, -6%, 1%, 34, u
[7] CCCCS/C(=C(/C#N)C(N)=O)c1cc2c([nH]1)CCCC2
  10µM*, -28%, u, 14%, -63*, 6%
[8] O=C(/C=C/c1ccc(O)c(O)c1)O[C@H](Cc1ccc(O)c(O)c1)C(=O)O
  3.2µM*, u, x, u, x, u
[9] CCOC(=O)c1ccc(NC(=O)C(=O)NCc2ccccn2)cc1
  x, 1%, 37%[activator], -4%, 2, u
[10] Cc1ccc(S(=O)(=O)c2cn(Cc3ccc(F)cc3)c3cc(F)c(F)cc3c2=O)cc1
  21%, x, x, x, 8, 5%
[11] N#CCCNc1c(Cl)cc(Cl)cc1C(=O)O
  9%, 1%, -1%, -11%, -27, -2%
[12] CC1CCc2sc(C(=O)OCC(=O)NC(N)=O)cc2C1 (stereo unspecified)
  4%, 5%, -8%, -12%, -35, 7%
[13] CC1CCCN(CCCNC(=O)C2CCN(S(=O)(=O)N3CCC4(CC3)OCCO4)CC2)C1 (stereo unspecified)
  3%, 4%, -6%, -5%, 0, u
[14] COc1ccc(CC(=O)OCC(=O)NC2CC2)cc1
  7%, x, -6%, -8%, -27, u
[15] CC1(C)Cc2c(cnn2-c2ccccc2)C(NC(=O)CCc2ccncc2)C1 (stereo unspecified)
  -3%, 2%, 1%, 11%, u, u
[16] C=CCNc1nnc(Cc2ccc(C(C)C)cc2)c(=O)[nH]1
  -8%, -12%, -5%, -24%, x, u
[17] CC(C)(C)Nc1c([N+](=O)[O-])c(=O)sc2ccccc12
  -6%, -5%, 0%, -13%, 14, u
[18] CCC1(O)c2ccccc2-c2ncccc21 (stereo unspecified)
  3%, -4%, 12%, -16%, 34, 4%
[19] Cn1ccsc1=NC(=O)c1cccc(C#N)c1
  -1%, 14%, 13%, -16%, -28, -2%
[20] O=C(COC(=O)/C=C/c1ccc([N+](=O)[O-])cc1)NCc1ccc2c(c1)OCO2
  13%, 3%, 2%, -22%, 0, -6%
[21] Cc1[nH]c(=O)[nH]c(=O)c1S(=O)(=O)N1CCCC(C(=O)N2CCC(Cc3ccccc3)CC2)C1 (stereo unspecified)
  3%, 10%, -10%, 50%, -11, -10%
[22] COc1cccc(SCC2CSc3nc4ccccc4c(=O)n32)c1 (stereo unspecified)
  7%, 1%, 2%, 3%, -31, -6%
[23] Cc1ccc(C)c(N/N=C2\CCCNC2=O)c1
  0%, -21%, 8%, -17%, -24, u
[24] CCc1ccc2c(CN3CCOCC3)cc(=O)oc2c1
  -20%, 2%, 14%, 0%, 21, -5%
[25] COc1cccc(NC(=O)CN(C)C(=O)/C=C/c2cc(OC)ccc2OC)c1
  11%, 2%, 18%, 6%, -29, 3%
[26] O=C(CN1CCN(C(C(=O)Nc2ccc(Cl)cc2C(F)(F)F)c2ccccc2)CC1)NC1CC1 (stereo unspecified)
  -11%, x, 2%, 226%[activator], 2, 4%
[27] Cc1[nH]c2ccccc2c1/C=N/NS(=O)(=O)c1ccccc1
  u, -10%, 9%, -24%, -30, u
[28] COc1ccccc1N(Cc1cc(=O)[nH]c2ccccc12)C(=O)c1ccccc1
  -8%, 6%, -4%, -2%, -29, 1%
[29] CCn1cnc2c(cnn2-c2ccccc2)c1=O
  10%, 7%, 0%, -14%, 22, -13%
[30] Nc1c(C(=O)CSc2nnc(-c3ccccc3)o2)c(=O)[nH]c(=O)n1C1CC1
  -1%, x, -4%, -9%, -13, -4%

# One compound at a time, from the list above.
# Results for O=C1NCCC/C1=N/Nc1cc(F)ccc1F = Sm TGR block: 4%; FBPA Giardia inh: -13%; AMA1-RON2 inh: -5%; AmpC no deterg: -21%; HCMV antiviral: -24; AmpC inh detg: -4%
# Results for CC1CCc2sc(C(=O)OCC(=O)NC(N)=O)cc2C1 (stereo unspecified) = Sm TGR block: 4%; FBPA Giardia inh: 5%; AMA1-RON2 inh: -8%; AmpC no deterg: -12%; HCMV antiviral: -35; AmpC inh detg: 7%
# Results for O=C(CN1CCN(C(C(=O)Nc2ccc(Cl)cc2C(F)(F)F)c2ccccc2)CC1)NC1CC1 (stereo unspecified) = Sm TGR block: -11%; FBPA Giardia inh: x; AMA1-RON2 inh: 2%; AmpC no deterg: 226%[activator]; HCMV antiviral: 2; AmpC inh detg: 4%

# Next compounds.
# The line under a structure holds: Sm TGR block, FBPA Giardia inh, AMA1-RON2 inh, AmpC no deterg, HCMV antiviral, AmpC inh detg
[31] Cc1ccc(CN2CCCNC2=O)cc1
  18%, 10%, 6%, -1%, 6, 6%
[32] c1ccc(Cn2cc(CNc3ccccc3)nn2)cc1
  4%, 4%, -5%, -27%, 40, 4%
[33] COc1ccc([N+](=O)[O-])cc1N(CC(=O)NCc1ccco1)S(C)(=O)=O
  x, -1%, -5%, -11%, 17, -1%
[34] CC(C)CN(C(=O)CCCSc1nc2ccccc2[nH]1)c1c(N)n(Cc2ccccc2)c(=O)[nH]c1=O
  0%, x, -11%, -45%, -17, u
[35] CCCSc1nc(N2CCCC2)c2c(c1C#N)CC(C)(C)OC2
  u, -4%, -16%, -8%, 8, -11%
[36] COc1ccccc1-c1cc(C(=O)N/N=C/c2cccs2)c2ccccc2n1
  -5%, -12%, 5%, -3%, u, -7%
[37] CC1CCCCC1NC(=O)Cn1nc(-c2ccccc2)ccc1=O (stereo unspecified)
  12%, 2%, 12%, -1%, -18, u
[38] COc1ccc(NC(=O)Nc2ccccc2SC)cc1OC
  4%, -9%, -6%, -15%, -1, -8%
[39] O=C(Nc1ccc([N+](=O)[O-])cc1)Nc1ccc(OC(F)F)c(Cl)c1
  -5%, -1%, -2%, -19%, -101*, -10%
[40] CCc1ccc(-c2cc(C(=O)NN3CCN(C)CC3)c3ccccc3n2)cc1
  2%, 6%, 6%, 93%[activator], 12, u
[41] Cc1cc(NC(=O)Cn2cnc3c(nnn3-c3ccc(C)c(Cl)c3)c2=O)no1
  6%, 4%, 0%, -8%, 10, 2%
[42] Cc1ccccc1-c1noc(-c2ccccc2OCC(=O)Nc2ccccc2[N+](=O)[O-])n1
  -2%, x, x, x, -1, 26%
[43] CCC(C)NC(=O)/C=C/c1cccs1 (stereo unspecified)
  -1%, -2%, 4%, -14%, 8, u
[44] O=C(c1cc(C2CC2)nn1-c1ccccc1)N1CCN(c2ncc(C(F)(F)F)cc2Cl)CC1
  -4%, x, -8%[11.6 µM], 7%, -13, -4%
[45] O=C(CN1CCCCCC1)Nc1ccc(Br)cn1
  u, 5%, 2%, 12%, u, -1%
[46] CC1CC(C)(C)NC(=S)S1 (stereo unspecified)
  -31%, -7%, 9%, -7%, 7, -10%
[47] CCCc1cc(N2CCOCC2)n2ncc(-c3ccccc3)c2n1
  1%, 4%, 53%[activator], 7%, -62*, -2%
[48] COc1ccc(C(=O)N(c2ccc(C)cc2)S(=O)(=O)c2ccc(C)cc2)cc1
  0%, x, x, x, -31, 8%
[49] COc1ccccc1N(CC(=O)NCc1ccccc1)C(=O)CCC(=O)Nc1nccs1
  3%, 2%, 9%, 86%[activator], -25, -4%
[50] Cc1cccc(NC(=O)CSCC(=O)N(C)CC(=O)Nc2cccc(F)c2)c1
  -13%, x, 7%, -8%, u, -2%
[51] CCCCc1cc(=O)oc2cc(OCC(=O)N3C[C@H]4C[C@@H](C3)c3cccc(=O)n3C4)c(Cl)cc12
  -2%, 5%, 11%, 252%[activator], -25, u
[52] CCCCc1ccc(NC(=O)COc2ccc(C(=O)Nc3ccccc3OC)cc2)cc1
  7%, 2%, x, -20%, -36, 2%
[53] O=C(CC1Sc2ccccc2NC1=O)NNC(=O)Nc1ccc(Cl)cc1 (stereo unspecified)
  10%, 6%, 25%, -44%, 13, -7%
[54] COCCN1C=C(C(=O)OC)C(c2ccccc2C(F)(F)F)C(C(=O)OC)=C1
  -34%, 0%, 55%[activator], 71%[activator], 11, -10%
[55] CSc1nc(-c2ccccc2Cl)nc2c1Cc1c(CO)cnc(C)c1O2
  -22%, x, x, x, 10, -6%
[56] Cc1c2c(n3c(nc4ccccc43)c1C#N)N(c1ccccc1)CC2
  1%, u, x, -9%, x, 0%
[57] Cn1c(=O)[nH]c(=O)c2c1nc(SCC(O)CO)n2Cc1ccccc1Cl (stereo unspecified)
  11%, -2%, -6%, -17%, 40, u
[58] Cc1ccccc1NC(=O)NC1CCCCC1C (stereo unspecified)
  31%, 1%, -20%, -16%, 35, 8%
[59] Cc1cccc(OCC(=O)N2CCC3(CC2)CC(=O)c2ccccc2O3)c1
  2%, x, 0%, 27%, -17, u
[60] Cc1cc(NC(=O)N2CCC(CN3CCOCC3)CC2)ccc1Br
  3%, x, x, x, 47, -2%
[61] CCN(C(=O)COC(=O)CCc1ccc(OC)cc1)c1c(N)n(Cc2ccccc2)c(=O)[nH]c1=O
  1%, x, 14%, -19%, 12, u
[62] CC(=O)c1cccc(NC(=O)C2CCCN(S(C)(=O)=O)C2)c1 (stereo unspecified)
  -9%, 4%, -1%, -5%, 64, u
[63] Cc1cccc(NS(=O)(=O)c2cc(Cl)ccc2Cl)n1
  4%, -16%, 2%, -10%, -15, -1%
[64] CSC(=NCc1ccc(F)cc1)NS(=O)(=O)c1cccs1
  -7%, -1%, 1%, -20%, -9, u

# Screens: PubChem BioAssay, National Center for Advancing Translational Sciences (NCATS)
